# Compound activity: PubChem, National Center for Advancing Translational Sciences (NCATS)
# Pf growth 48h = Primary qHTS for delayed death inhibitors of the malarial parasite plastid, 48 hour incubation. Potency, µM (highest dose often 28.7 µM), without a hit: at the top dose activity change, negative = inhibition, most hits filed as inhibitors. P. falciparum luciferase growth in erythrocytes, 48 h. AID 504832, 2011. 5.9% of 310,000 active; note: potency is the fitted concentration of half-maximal effect; % is set by controls: 0 for no effect and ±100 for the full control effect
#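 Parasite viability was followed by luminescence of a genomically integrated firefly luciferase. Cultures held 0.1% parasitemia at 2% hematocrit (final), incubated under 5% CO2 at 37 C.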
# Pf growth 96h = Primary qHTS for delayed death inhibitors of the malarial parasite plastid, 96 hour incubation | P. falciparum luciferase reporter growth, 96 h | AID 504834, 2011 | Potency, µM (highest dose often 28.7 µM), for the others: at the top dose activity change, negative = inhibition, actives largely listed as inhibitors | 6.9% of 320,000 active; note: potency is the fitted concentration of half-maximal effect; % is set by controls: 0 for no effect and ±100 for the full control effect
#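 P. falciparum expressing integrated firefly luciferase grown in erythrocytes (2% hematocrit, 0.05% parasitemia final) with compounds for 96 hours at 37 C, 5% CO2. Growth inhibition read as loss of luminescence after adding luciferase detection reagent.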
# Sm TGR inh = qHTS Assay for the Inhibitors of Schistosoma Mansoni Peroxiredoxins; Schistosoma mansoni thioredoxin glutathione reductase (TGR), Q962Y6; purified TGR, DTNB reduction, TNB absorbance 405 nm; Potency, µM (titrated, usually from 114 µM), for the others: at the top dose activity change, negative = inhibition, most hits filed as inhibitors; 3% of 360,000 active; note: potency is the fitted concentration of half-maximal effect; % is set by controls: 0 for no effect and ±100 for the full control effect; nearly all actives have a fitted effect of over 60% in size
#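 First, TGR (20 nM dispensed) and NADPH were mixed with compound. Second, a 15 min room-temperature incubation followed. Third, further NADPH and then DTNB were added to start the reaction. Finally, TNB absorbance was monitored kinetically.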
# Giardia FBPA inh = qHTS Assay for Inhibitors of Fructose-1,6-bisphosphate Aldolase from Giardia Lamblia. A8B2U2. purified Giardia FBPA. Potency, µM (series often up to 59.6 µM), without a hit: at the top dose activity, negative = inhibition, most hits filed as inhibitors. 0.71% of 290,000 active. AID 2451, 2010; note: potency is the fitted concentration of half-maximal effect; % is set by controls: 0 for no effect and ±100 for the full control effect; nearly all actives have a fitted effect of over 55% in size
# Target sequence (A8B2U2 whole entry, looked up): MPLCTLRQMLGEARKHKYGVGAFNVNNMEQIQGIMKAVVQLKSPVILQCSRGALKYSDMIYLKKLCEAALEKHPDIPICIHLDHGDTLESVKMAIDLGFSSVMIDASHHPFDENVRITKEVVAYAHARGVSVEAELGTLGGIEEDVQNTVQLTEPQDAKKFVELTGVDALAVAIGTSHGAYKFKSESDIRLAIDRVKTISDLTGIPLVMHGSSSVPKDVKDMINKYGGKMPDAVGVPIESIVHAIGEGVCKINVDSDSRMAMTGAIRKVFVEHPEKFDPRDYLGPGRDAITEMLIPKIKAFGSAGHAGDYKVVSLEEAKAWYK
#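 40 nM FBPA preincubated 10 min at RT with compound (up to 57.5 uM final), then substrate plus GAPDH/TPI/NAD/arsenate coupling and diaphorase/resazurin added. Fluorescence read after 20 min at RT, 525/598 nm.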
# Cycloheximide cs = Cycloheximide Counterscreen for Small Molecule Inhibitors of Shiga Toxin. cell reporter, cycloheximide protein synthesis inhibition counterscreen. max response, %. 12% of 300,000 active; in the data active = max response mostly above about 13%, no sharp cut-off; inactive = mostly below about 14%; note: read at 38.3 µM for the half of the compounds with a filed dose; 0% is about no effect
# Shiga toxin inh = A qHTS for Small Molecule Inhibitors of Shiga Toxin; inhibition, % at 38.7 µM; 9.2% of 290,000 active; Vero cells, Shiga toxin protein synthesis inhibition reporter; in the data active = inhibition mostly above about 28%, no sharp cut-off; inactive = mostly below about 43%; note: 0% is about no effect
# Starred values were filed as active, the others as inactive; i = inactive; ? = inconclusive; · = no result given; [ ] = dose if it differs, or a comment. Unless noted, calls come from the whole dose curve; as a rule, active = well fitted curve in the direction sought with a large enough effect; inconclusive = small, poorly fitted or top-dose-only effect, or another doubt; inactive = no such curve, though single readings can be large; an effect the other way counts as inactive or inconclusive.
SMILES,Pf growth 48h,Pf growth 96h,Sm TGR inh,Giardia FBPA inh,Cycloheximide cs,Shiga toxin inh
O=C(NN1C(=O)c2ccccc2NC1c1ccccn1)c1ccccc1 (configuration not stated),-1.8%,?,4.7%,-2.9%,12.6*,24.1*
CC(=O)NC(CC(=O)N(C)C1CCCCC1)c1ccccc1 (configuration not stated),8.9%,5.6%,-1.7%,10.2%,0.8,-1.8
COc1cccc(CN2CC(C(=O)NCc3ccc(C)o3)CCC2=O)c1 (configuration not stated),4.0%,0.5%,?,17.9%,-3.7,8.0
Nc1nc2ccc(N3CCOCC3)cc2s1,32.3%[activator],-30.3%,-17.9%,-22.8%,33.6*,32.2*
CC(C)c1ccc(NC(=O)C2C3C=CC4(CN(CCCN5CCOCC5)C(=O)C24)O3)cc1 (configuration not stated),·,17.0%,-19.2%,6.7%,-3.2,-17.7
Cc1nc(Nc2nc3ccccc3o2)nc(C)c1C(=O)Nc1ccc(F)cc1,8.2%,17.1%,41.2%[activator],0.6%,-3.9,-4.8
O=Cc1ccc(OCc2nnc(-c3ccccc3Br)o2)cc1,8.8%,16.8%,3.2%,2.1%,21.2,57.4*
C=CCO/N=C(/C)c1c(O)c(CC)c(-c2ccccc2)n(-c2ccccc2)c1=O,5.0%,-0.4%,2.5%,-14.6%,-1.9,-3.0
CCOC(=O)c1[nH]c2c(c1-c1ccccc1)C(=O)CC(c1ccc(Cl)cc1)C2 (configuration not stated),22.1%,9.28µM*,-9.4%,-1.7%,5.1,-7.7
CCOC(=O)c1c(CC(C)C)csc1/N=C/C1C(=O)CC(C)(C)CC1=O,13.0%,?,-17.7%,-1.8%,7.2,20.8
Brc1ccc(-c2cnc3n2CCCC3)cc1,?,-6.6%[5.75 µM],-1.6%,-0.2%,1.1,38.8
N#Cc1ccc(Nc2ccccc2)c(N)c1,27.8%,?,0.0%,-7.1%,4.2,-9.4
COc1cc(C(C(=O)NC(C)(C)C)N(C(=O)CNC(=O)c2cccs2)c2cccnc2)cc(OC)c1OC (configuration not stated),-7.0%,-20.1%,7.5%,4.2%,-2.2,2.5
Cc1ccc(C)c(OCC(=O)N2CCOCC2)c1,2.1%,5.4%,7.7%,0.1%,3.2,-2.7
COc1ccc(CN2C(=O)CCCc3ccccc32)cc1,?,-14.4%,2.8%,1.3%,-1.6,-12.5
O=C1CC(c2ccc(F)cc2)C(n2cncn2)C(O)=C1C1NCCc2ccccc21 (configuration not stated),3.5%,0.0%,-1.5%,-2.8%,-0.7,-14.1
CCC(CC)C(=O)Nc1cccc(C(=O)Nc2ccc(OC)cc2[N+](=O)[O-])c1,8.0%,10.2%,5.0%,3.0%,-2.1,-7.7
CCNCCC(=O)N1c2ccccc2Sc2ccc(C(F)(F)F)cc21,-29.7%,?,-18.4%,-24.4%,-2.7,·
Cc1nc2scc(-c3ccco3)c2c(=O)n1/N=C/N(C)C,27.3%,·,25.1µM*,-9.2%,1.8,3.5
Cc1ccc2nc(-c3cccc(NC(=O)c4ccc5c(c4)OCCO5)c3)oc2c1,138.5%[activator],5.9%,-21.7%,1.6%,20.4*,33.8
COc1ccc(C(=O)N/C(=C/c2cccc3ccccc23)C(=O)NCCc2c[nH]c3ccccc23)cc1OC,?,?,-0.1%,-3.9%,-5.2,11.3
Cc1cccc(NC(=O)Cn2c(O)c(N=NC(=O)c3ccncc3)c3ccccc32)c1,?,38.2%[activator],1.0%,3.0%,6.3,28.6
COc1ccc(S(=O)(=O)Nc2cccc(SC)c2)cc1OC,?,30.2%[activator],-16.3%,1.8%,-3.1,-1.1
Cc1ccc(N2C(=O)C3C4CC(=O)C(c5ccccc54)C3C2=O)cc1 (configuration not stated),28.0%,58.7%[activator],5.1%,·,-1.4,-26.4
CC(C)(C(=O)Nc1nccs1)c1ccccc1,-14.0%,-14.5%,8.3%,-1.3%,-1.5,-1.5
SMILES,Pf growth 48h,Pf growth 96h,Sm TGR inh,Giardia FBPA inh,Cycloheximide cs,Shiga toxin inh
COc1cccc(N(CC(=O)N2CCCCCC2)S(C)(=O)=O)c1,-0.6%,?,-9.1%,-8.2%,-3.0,-2.5
CCC(CO)NCc1ccc(OC2CCCC2)cc1 (configuration not stated),-19.8%,48.6%[activator],0.3%,-0.1%,2.5,-5.3
Nc1nc(CSc2ccccn2)nc(Nc2ccccc2)n1,260.6%[activator],·,-3.6%,-0.4%,33.0*,69.6*
CSc1nc(-c2ccc(F)cc2)cc(=O)[nH]1,-12.9%,?,0.7%,-8.7%,-3.3,6.9
CC1CN(c2nc(Nc3ccccc3)nc(N)c2[N+](=O)[O-])CC(C)O1 (configuration not stated),?,?,-2.8%,-5.5%,1.2,-4.7
CCOc1cc(N2CCOCC2)c(OCC)cc1NC(=O)C1CCCC1,·,?,4.5%,-4.2%,-2.2,-4.9
CC(C)C(=O)N1CCN(c2ccccc2NC(=O)c2ccc([N+](=O)[O-])o2)CC1,0.0%,18.5%,?,7.8%,26.7*,49.7*
Cc1onc(-c2ccccc2Cl)c1C(N)=O,8.7%,-2.5%,0.0%,6.0%,2.5,-4.1
Fc1ccccc1NC(=S)N(CCCN1CCOCC1)Cc1cccnc1,-5.6%,?,5.6%,1.0%,-4.5,-9.1
Cc1ccc(NC(=O)CNC2CCCCC2)cc1Cl,?,0.738µM*,6.9%,12.6%,7.7,4.2
Cc1ccc2nc(SCC(=O)Nc3cccc(S(=O)(=O)NC4=NCCCCC4)c3)[nH]c2c1,?,?,-11.1%,1.3%,8.9,15.0
Cc1nn(C)c(C(=O)NC(=S)Nc2ccccc2O)c1Cl,?,?,-0.6%,·,10.5*,19.0
COc1ccc(C(=O)NC2CCN(C(=S)NCCc3ccccc3)CC2)cc1,?,29.0%,-7.4%,-0.2%,-2.3,2.6
O=C(CSc1nnc(COc2ccc(Cl)cc2)n1Cc1ccco1)N1CCNC1=O,?,?,?,·,·,·
O=C1CCCN1CCCNc1ncccc1[N+](=O)[O-],17.6%,18.7%,2.7%,4.0%,-7.5,-14.2
O=C(CO/N=C/c1ccccc1OC(F)F)NC1CCCCC1,12.0%,29.1%,-3.5%,1.9%,-1.1,-8.1
CC(C)n1ncc2c(C(=O)Nc3cccc(C#N)c3)cc(C3CC3)nc21,6.57µM*,5.22µM*,-2.3%,·,·,·
O=C(CCC1CCCCC1)NCCN1C2=NC[C@@H](Cc3ccccc3)N2C[C@H]1Cc1ccc(O)cc1,?,2.33µM*,-33.5%,5.8%,-0.7,-6.9
O=C(CSCc1ccc([N+](=O)[O-])cc1)Nc1cccc(C(=O)Nc2ccccc2C(=O)O)c1,-13.1%,26.0%,4.9%,17.5%,-3.7,-4.0
CCN(CC)S(=O)(=O)c1cccc(C(=O)N/N=C2\CC(=O)CC(C)(C)C2)c1,?,?,-24.7%,-11.9%,-2.6,-9.2
COc1ccc(C(C(=O)NCC2CCCO2)N(C(=O)CNC(=O)c2ccco2)c2ccccc2)cc1OC (configuration not stated),-9.8%,-11.7%,-8.6%,-2.9%,-0.9,23.4
COc1cccc(C(=O)NC2CC3CCCC(C2)N3S(=O)(=O)c2ccccc2)c1 (configuration not stated),?,?,6.8%,-1.5%,1.6,-2.8
COc1ccc(C=C2C=C(C(C)(C)C)C(=O)C(C(C)(C)C)=C2)cc1OC,?,0.0%,4.47µM*,2.6%,-0.6,-9.2
Cc1ccc(/C(=N/Nc2ncnc3ccccc23)C(=O)O)cc1,76.0%[activator],-5.5%,-19.6%,14.1µM*,79.6*,93.3*
CNC[C@@H](Cc1ccccc1)NC[C@@H](CC1CCCCC1)NCCCc1ccccc1,?,?,-18.3%,20.8%,-10.1,-15.4
SMILES,Pf growth 48h,Pf growth 96h,Sm TGR inh,Giardia FBPA inh,Cycloheximide cs,Shiga toxin inh
Cn1cccc1/C=N/NC(=O)c1ccc[n+]([O-])c1,5.3%,-12.8%,2.6%,-4.7%,-1.6,18.3
O=C(Oc1ccccc1N1CCOCC1)c1ccccc1,11.0%,24.2%,1.3%,-7.3%,-3.1,1.5
CCCCCc1cc(=O)oc2c(C(CCN3CCCC(C)C3)c3ccc4c(c3)OCO4)c(OC)cc(OC)c12 (configuration not stated),7.38µM*,4.15µM*,-2.2%,-1.0%,-1.9,-7.3
Nc1nc(SCC(=O)Nc2ccc(Cl)c(S(=O)(=O)N3CCOCC3)c2)n[nH]1,?,?,7.8%,5.1%,-2.5,-4.0
Cc1cccc(C)c1NCc1n[nH]c(=S)n1-c1ccccc1,14.3%,1.4%,·,1.3%,5.0,-6.1
CC(=O)c1cccc(NS(=O)(=O)c2ccc(-c3cc(C)no3)s2)c1,14.4%,0.6%,-26.8%,4.9%,-4.8,2.8
COc1ccc(C(=O)OCCN2C(=O)c3ccccc3C2=O)cc1,?,44.5%[activator],5.0%,-1.8%,16.6,54.4*
O=C(CN1CCNCC1)NCCSc1ccc(Cl)cc1,12.8%,10.1%,0.6%,0.1%,-2.1,10.6
Cc1cc(C)c2sc(N(CCN(C)C)C(=O)c3cc(Cl)sc3Cl)nc2c1,5.6%,27.8%,7.1%,-5.9%,4.6,17.2
C/C=C/C1=CC(=O)C[C@H](c2ccc3c(c2)OCO3)C1,-28.2%,?,0.0%,·,·,·
CN1CCN(C(=O)CCc2nc3ccccc3c(=O)[nH]2)CC1,·,0.9%,1.3%,0.4%,-1.7,-1.5
CCCCCNCC(=O)Nc1cccc(C(=O)Nc2cccc(C(F)(F)F)c2)c1,4.65µM*,3.29µM*,-0.1%,?,-1.6,5.8
CC(C)OCCCn1c(-c2ccc(Br)cc2)c[nH]c1=S,?,0.7%,-5.8%,-4.3%,-0.6,-11.9
CCCNC(=O)c1cc(S(=O)(=O)N2CCCCC2)c[nH]1,22.4%,?,1.9%,-2.7%,-1.3,-1.9
COc1cc(CN2CCC(N3CCC(C(=O)N4CCCC4)CC3)CC2)cc2c1OCO2,32.2%[activator],-5.6%,-17.2%,2.7%,-2.9,4.5
O=[N+]([O-])c1ccccc1-c1cc(-c2ccccc2O)n[nH]1,208.7%[activator],100.4%[activator],-8.8%,-4.8%,74.8*,69.1*
OC[C@@H]1[C@@H](c2ccc(Cl)cc2)C(c2ccc(F)cc2)=NN1c1ccccc1,·,·,·,-5.4%[89.2 µM],0.3,i
O=C(CSc1nc2ccccc2nc1N1CCCCC1)Nc1ccc(F)cc1,?,-5.3%,-16.0%,2.9%,9.9,6.1
COc1ccc(CCN(C)C(=O)C2CCN(C(=O)Nc3ccccc3)CC2)cc1OC,9.4%,3.1%,-3.8%,·,·,·
